TGFb inhibitor = qHTS for Inhibitors of TGF-b | HepG2 CAGA-GFP TGF-b/SMAD3 reporter, GFP fluorescence, 18 h; TGF-beta stimulated, 500 pg/mL final | Potency, µM (titrated, usually from 46.1 µM), for inactives: at the top dose activity, negative = inhibition, most hits filed as inhibitors | actives 1.2% (n = 410,000) | AID 588855, 2011; further: potency means the concentration at half of the fitted maximal effect; on the % scale 0 is the no-effect control and ±100 the full control effect; nearly all actives have a fitted effect of over 65% in size
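TGF-beta reporter screen: HEPG2 CAGA-GFP, 1% FBS, 500 pg/mL TGF-beta final, 18 h; per-cell GFP summed per well; curves fitted and categorized by class.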
CCT chaperon mod = High-Throughput Screening for Modulators of Cytosolic Chaperonin Activity; activity change, % (test concentration not listed), hits read low; AID 651819, 2012; purified chaperonin ATPase assay, HTRF ADP detection, 30 min; actives 0.3% (n = 360,000); in the data active means activity change below about -30%; further: on the % scale 0 is the no-effect control and ±100 the full control effect
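TRiC (40 or 20 nM final, by batch activity) in 30 mM Tris pH 7.4, 100 mM KCl, 5 mM MgCl2, 1 mM DTT was treated with compound at 76 uM single dose, then 10 uM ATP, 30 min at 37 °C. ADP was read by HTRF Transcreener.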
pAkt inh = HTS Assay for Inhibitors of Akt Phophorylation: Primary Screen; actives 0.32% (n = 360,000); AID 651550, 2012; Neuro2A IGF-stimulated pAkt S473 HTRF, 20 min; stronger effect = lower value; activity change, % for hits at 50 µM; in the data active means activity change below about -80%; inconclusive means mostly about -51% to -80%; further: on the % scale 0 is the no-effect control and ±100 the full control effect
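Neuro2A cells (4,500/well, DMEM with 0.5% FBS) were treated with compound at a single 50 µM final concentration, stimulated with 6 nM IGF for 20 min at 37 °C, and lysed. Phospho-Akt Ser473 was read by HTRF as 665/615 ratio ×10^4.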
Mm-Cpn inhibitor = Inhibitors of TCP-1 ring complex (TRiC) of Methanococcus maripaludis (MmCpn): qHTS; Potency, µM (titrated, usually from 76.9 µM), for the others: top-dose activity, negative = inhibition, hits mostly inhibitors; Chaperonin Mm-Cpn (Methanococcus maripaludis); purified Mm-Cpn ATPase, ADP Transcreener TR-FRET; actives 0.031% (n = 330,000); further: potency means the concentration at half of the fitted maximal effect; on the % scale 0 is the no-effect control and ±100 the full control effect; nearly all actives have a fitted effect of over 80% in size
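Eu-cryptate anti-ADP/ADP-d2 competition gives a ratio inversely related to ADP. Enzyme at 25 nM was pre-exposed to compound for 10 min, then given 10 uM ATP for 30 min, 37°C throughout.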
HepG2 viability = qHTS for Inhibitors of TGF-b: Cytotox Counterscreen; actives 0.76% (n = 410,000); HepG2 CAGA-GFP viability, ATP luminescence, 18 h; Potency, µM (top dose mostly 46.1 µM), inactives show at the highest dose activity change, negative = cytotoxicity, most hits filed as cytotoxic; further: potency means the concentration at half of the fitted maximal effect; some results filed as inactive show a strong effect at the top dose
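HepG2 CAGA-GFP cells (1000/well, DMEM with 1% FBS) received compound, then TGF-beta at 500 pg/mL final, and were incubated 18 hours at 37 degrees C. Viability was read by CellTiter-Glo luminescence. Media-only wells were set as complete cell-killing and DMSO as no toxicity.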
Nrf2 ARE act = qHTS of Nrf2 Activators; AREc32 ARE-luciferase reporter (MCF7-derived line), luminescence, 24 h; Potency, µM (highest dose often 46.1 µM), for the others: top-dose activation, hits mostly activators; actives 0.31% (n = 410,000); further: potency means the concentration at half of the fitted maximal effect; % of control where 0% means no effect; nearly all actives have a fitted effect of over 65% in size
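ARE-driven firefly luciferase activity in AREc32 cells measured after a 24 hr compound exposure at 37 deg C, using Steady-Glo reagent and a 30 min room-temperature hold.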
Nrf2 inh = Nrf2 qHTS screen for inhibitors; A549 ARE-Fluc reporter, luciferase luminescence, 18-24 h; Potency, µM (titrated, usually from 46 µM), for inactives: top-dose activity change, negative = inhibition, hits mostly inhibitors; actives 2.1% (n = 360,000); AID 504444, 2011; further: potency means the concentration at half of the fitted maximal effect; on the % scale 0 is the no-effect control and ±100 the full control effect; nearly all actives have a fitted effect of over 60% in size
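Quantitative HTS in A549 cells stably bearing an antioxidant response element-firefly luciferase construct. Inhibition of Nrf2-driven transcription was scored by luminescence after 18-24 h of compound exposure at 37 °C.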
A549 viability = Nrf2 qHTS screen for inhibitors: counterscreen for cytotoxicity; A549 ARE-Fluc cells, CellTiter-Fluor viability, 18-24 h; Potency, µM (highest dose often 46 µM), for inactives: top-dose activity change, negative = cytotoxicity, most hits filed as inhibitors; actives 0.16% (n = 390,000); further: potency means the concentration at half of the fitted maximal effect; on the % scale 0 is the no-effect control and ±100 the full control effect
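Cytotoxicity counterscreen: CellTiter-Fluor fluorescence was measured in A549 ARE_Fluc cells after 18-24 h of compound exposure in a concentration series. The subsequent BugLite luminescent read reports ARE-luciferase activity.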
ATXN viability = Viability Counterscreen for Primary qHTS for Inhibitors of ATXN expression | S2 cells (HEK-293 line with an ATXN2-luciferase reporter) viability, CellTiter-Fluor protease fluorescence, 24 h | actives 0.49% (n = 400,000) | AID 651635, 2014 | Potency, µM (titrated, usually from 56.7 µM), hits mostly cytotoxic; further: potency means the concentration at half of the fitted maximal effect; nearly all actives have a fitted effect of over 40% in size
Numbers without * were called inactive; i = inactive; ? = inconclusive; . = no result given; & = joins results of further samples; [ ] = another dose, or the depositor's remark. Unless noted, the call rests on the fitted dose curve; in most records, active means well fitted curve in the direction sought with a large enough effect; inconclusive means small, poorly fitted or top-dose-only effect, or another doubt; inactive means no such curve, though single readings can be large; an effect the other way counts as inactive or inconclusive. No enrichment for hits, and some 4.4% of all compounds hit somewhere here.

No.	SMILES	TGFb inhibitor	CCT chaperon mod	pAkt inh	Mm-Cpn inhibitor	HepG2 viability	Nrf2 ARE act	Nrf2 inh	A549 viability	ATXN viability
1	CCCCNc1nnc(Cc2ccc(Cl)cc2)c(=O)[nH]1	-12%	3.1	i	0%	-4%	-0.9%	0%	0%	i
2	CCN(CC)S(=O)(=O)c1ccc(C(=O)NC2=NCCS2)cc1	5%	0.4	i	-2%	8%	-0.2%	?	2%	i
3	COCc1ccc(CN2CCC(n3nccc3NC(=O)c3ccc4c(c3)OCO4)CC2)o1	-5%	0.3	i	.	-13%	-0.4%	.	.	i
4	CN1CCC(=NNC(=O)C(=O)NC(C)(C)C)CC1	-2%	1.9	i	2%	0%	0.0%	0%	7%	i
5	O=C(NCc1ccc2c(c1)OCO2)C(c1ccco1)N(C(=O)c1csnn1)c1ccccc1 (stereo not drawn)	-3%	-3.8	i	2%	-15%	-0.4%	?	.	i
6	CCOc1ccc(S(=O)(=O)N(CC(=O)NCCSc2ccccc2)c2ccccc2)cc1	?	.	.	.	-15%	-1.2%	6%	5%	i
7	COCCN(CCOC)c1ncnc2c1c(-c1ccccc1)cn2-c1ccc(C)c(Cl)c1	?	.	.	.	-36%	7.0%	.	19%	.
8	COc1ccccc1Cn1c(=O)[nH]c2cccnc21	3%	2.0	i	-2%	4%	0.0%	?	-7%	i
9	O=C(CCNC(=O)N1CCn2c1nc1ccccc12)NCc1ccc(Cl)cc1	-10%	-0.3	i	-6%	-6%	0.1%	-18%	-6%	i
10	Cc1ccccc1OCCNC(=O)CNC(=O)c1ccccc1O	-2%	0.9	.	1%	-3%	-0.5%	.	-6%	i
11	CC(=O)N1CCc2cc(S(=O)(=O)NC(C(=O)NCc3ccccc3)C(C)C)ccc21 (stereo not drawn)	-9%	-0.8	i	0%	-18%	-0.1%	19%	-3%	?
12	Cc1cc(C)c(OCC(=O)Nc2nnc(-c3ccco3)o2)c(C)c1	10%	0.2	i	-6%	3%	-0.5%	7%	1%	i
13	CCc1cc(/C(Cc2csc(C)n2)=N/O)c(O)cc1O	?	-1.1	-104%*	2%	6%	3.0%	?	-24%	i
14	O=c1c2ccccc2nc2n1C(CSc1ccccc1)CS2 (stereo not drawn)	-4%	-2.5	i	0%	-2%	0.0%	-5%	4%	?
15	Cc1ccc(C(=O)OC(C)C(=O)NCc2ccc3c(c2)OCO3)cc1S(=O)(=O)N1CCOCC1 (stereo not drawn)	-8%	-2.6	i	-2%	-24%	-0.2%	-7%	5%	i
16	C=CCn1c(SCC(=O)c2ccc(CNC(C)=O)o2)nc2scc(C3CC3)c2c1=O	-13%	0.5	i	-7%	-37%	5.4%	19%	-1%	i
17	CSCC[C@H](NC(=O)N1C[C@H]2C[C@@H](C1)c1cccc(=O)n1C2)C(=O)Nc1ccc(NC(C)=O)cc1	0%	1.6	i	1%	0%	0.3%	-12%	1%	i
18	Cc1ccc(-c2nc3cnccn3c2Nc2ccc3c(c2)OCCO3)o1	5%	-0.6	i	-8%	1%	0.0%	4%	-13%	i
19	O=C(COC(=O)c1cccc(NC(=O)c2ccc(Br)cc2)c1)c1ccc(Cl)cc1	0%	.	.	.	-2%	0.9%	12%	-1%	?
20	COc1cc(C)c(NC(=O)C(=S)NCCc2ccccc2)cc1C	0%	0.9	i	3%	-15%	1.6%	-7%	3%	i
21	CC(C)(C)c1ccc(OC(=O)c2cccnc2)cc1	0%	1.2	i	2%	-11%	-0.1%	-14%	2%	i
22	N#CCCN1CCN(CCC#N)CC1	-15%	-2.1	i	1%	-12%	0.0%	-5%	0%	i
23	C=CCn1c(Cc2cccs2)nnc1SCC(=O)NCc1ccco1	11%	2.7	i	3%	11%	-0.2%	27%	-6%	?
24	O=[N+]([O-])c1ccccc1Nc1nc(-c2cccnc2)cs1	-4%	0.2	i	-3%	-18%	22%	?	-5%	?
25	COc1cc(C)c(C)cc1S(=O)(=O)N1CCCc2ccccc21	-12%	-0.8	i	0%	-11%	0.3%	?	-3%	i

Reformatted: entries from further up.
[7] COCCN(CCOC)c1ncnc2c1c(-c1ccccc1)cn2-c1ccc(C)c(Cl)c1
- TGFb inhibitor: ?
- CCT chaperon mod: .
- pAkt inh: .
- Mm-Cpn inhibitor: .
- HepG2 viability: -36%
- Nrf2 ARE act: 7.0%
- Nrf2 inh: .
- A549 viability: 19%
- ATXN viability: .

[8] COc1ccccc1Cn1c(=O)[nH]c2cccnc21
- TGFb inhibitor: 3%
- CCT chaperon mod: 2.0
- pAkt inh: i
- Mm-Cpn inhibitor: -2%
- HepG2 viability: 4%
- Nrf2 ARE act: 0.0%
- Nrf2 inh: ?
- A549 viability: -7%
- ATXN viability: i

Additional compounds follow:
No.	SMILES	TGFb inhibitor	CCT chaperon mod	pAkt inh	Mm-Cpn inhibitor	HepG2 viability	Nrf2 ARE act	Nrf2 inh	A549 viability	ATXN viability
26	Cc1cc(/C=N/NC(N)=O)c(C)n1-c1ccc(F)cc1	21%	-0.1	i	3%	-30%	-1.1%	3%	2%	i
27	COc1ccc(OC)c(CCNC(=O)Cn2nc(C)n3c(cc4sccc43)c2=O)c1	?	.	.	.	-16%	-0.7%	1%	-1%	.
28	CC(C)(C)OC(=O)C1=CC[C@@H](c2ccc(Cl)c(Cl)c2)N(S(=O)(=O)c2ccc(F)cc2)[C@H]1c1cccc(F)c1	2%	-2.4	i	.	-25%	0.2%	.	.	?
29	COc1ccc(N2CC(C(=O)NC3CCSC3=O)CC2=O)cc1 (stereo not drawn)	14%	0.3	i	1%	-4%	0.3%	6%	-3%	i
30	NC(=O)CCn1nc(-c2ccccc2)c2ccccc2c1=O	8%	-3.0	i	2%	-6%	0.1%	-3%	2%	i
31	CC(C)OCCCNC(=O)CN1C(=O)/C(=C/c2ccccc2)Sc2ccccc21	-27%	-1.0	i	1%	-20%	7.1%	-7%	4%	i
32	COc1ccc(C(=O)CSc2nc3cc(C(=O)NC4CCCC4)ccc3c(=O)n2CC2CCCO2)cc1 (stereo not drawn)	-11%	.	.	.	-5%	0.3%	?	6%	i
33	Cc1cccc(OCC(=O)Nc2cccc3nsnc23)c1	-11%	-2.2	i	0%	-13%	-0.4%	-12%	14%	i
34	O=S(=O)(c1cc(F)ccc1F)N1CCN(c2ncccn2)CC1	0%	-0.7	i	1%	0%	-0.4%	-18%	3%	i
35	COc1cccc([C@@H]2CC=C(C(=O)O)[C@H](c3ccc(Br)cc3)N2S(=O)(=O)c2ccc(C)cc2)c1	-3%	0.4	i	-9%	-2%	0.8%	?	-8%	i
36	CC(C)(C)n1nc2c(c1NC(=O)c1cc3ccccc3o1)CS(=O)(=O)C2	3%	-4.2	i	1%	1%	0.6%	-8%	7%	i
37	N#Cc1c(C(F)(F)F)cc(-c2ccccc2)nc1SCc1nc(N)nc(N2CCOCC2)n1	31%[activator]	-1.4	i	1%	-58%	3.6%	-9%	1%	i
38	CCOC(=O)N1CCN(c2c(NCCCN(CC)CC)c(=O)c2=O)CC1	-7%	0.5	i	0%	-3%	-0.1%	1%	-2%	i
39	Cc1cc(C)c(C)c(S(=O)(=O)N2CCC(C(=O)N3CCCC3)CC2)c1C	-29%	0.4	i	-1%	-26%	-0.3%	-22%	4%	i
40	Cc1nc(SCC(=O)N2CCCCCC2)c2c(=O)n(C)c(=O)n(CC(C)C)c2n1	16µM*	0.2	i	.	-48%	0.9%	?	3%	i
41	Cc1ccccc1CNC(=O)c1cnc2sc(N3CCC(C)CC3)nn2c1=O	5%	.	.	.	-2%	-0.4%	?	10%	i
42	O=C(Nc1nnc([C@@H]2C[C@H](O)[C@@H](CO)O2)s1)Nc1ccccc1F	1%	-0.7	i	.	3%	-0.8%	.	.	i
43	COc1ccc(CNC(=O)CS(=O)Cc2nc(-c3ccc(OC)c(OC)c3)oc2C)cc1 (stereo not drawn)	?	-1.1	i	-2%	-15%&-30%	2.0%&6.7%	-4%&17%	3%&-3%	i
44	CC1=NN(C(=O)c2ccccc2)C(O)(c2ccc(Br)cc2)C1 (stereo not drawn)	?	-2.0	i	1%	-21%	3.8%	?	-2%	i
45	COc1ccc2[nH]c(=O)c(CN(Cc3nnnn3Cc3ccccc3)CC3CCCO3)cc2c1 (stereo not drawn)	1%	-4.8	i	-1%	-12%	0.6%	-6%	-2%	i
46	CC(C)[C@H](Nc1ccc(S(=O)(=O)N2CCOCC2)cc1[N+](=O)[O-])C(=O)OCC(=O)N(C(C)C)C(C)C	2%	0.0	i	-2%	-1%	-0.1%[9.22 µM]	-9%	1%	i
47	Cc1ccc(C)c(NC(=O)Cn2c(=O)n(Cc3ccc4c(c3)OCO4)c(=O)c3ccccc32)c1	0%	.	.	.	-13%	-0.5%	?	-5%	i
48	CCC(=O)N1c2ccc(S(=O)(=O)CCC(=O)NCc3ccc(OC)cc3)cc2CC1C (stereo not drawn)	18%	.	.	.	-4%	0.2%	1%	10%	i
49	Cc1cccc(NC(=O)C2CCN(C(=O)NC3CCCCC3)CC2)c1	1%	3.9	i	-2%	-3%	-0.8%	-36%	-5%	i
50	COc1ccccc1Cc1c(-c2ccccc2)nc2ccc(Br)cn12	?	0.2	i	.	-25%	4.6%	.	.	?

Bioassay records from PubChem BioAssay.
